# PolyA inhibitor: polyadenylation inhibitors in yeast reporter cells, primary screen, luminescence, S. cerevisiae; 300,000 compounds, 0.02% hits; calls only at 12 µM; S. cerevisiae SKY197-pL101 polyadenylation reporter, beta-gal luminescence; efflux-impaired pdr1/pdr3 knockout yeast; score 100 = 6 SD above DMSO; AID 1875, 2009;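 active = lowest replicate activity score at least 50, where 100 means six control SD above control mean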;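 note: yeast exposed to compound for 9 h at 30 °C; higher score means more reporter readthrough which indicates perturbed polyadenylation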
# MrgX1 antag: antagonists of human MrgX1 receptor, primary screen, HEK293 cells, Fluo-4 calcium flux. BAM8-22 antagonism; hits give low values. B-score at 10 µM. 310,000 compounds, 1.3% hits;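 active = calcium-response B-score plate-corrected more than 3 library SD below zero, starting fluorescence within 5 deviations, no agonist response on first addition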;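 note: peak minus trough fluorescence over baseline after final BAM8-22 challenge near maximal dose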
# HIF act: HIF pathway transcriptional activators, primary screen, cell-based, U2OS HRE-luciferase, luminescence; U2OS HRE-luciferase reporter; normalized: DMSO 0%, desferrioxamine 100%; activation, % at 7.5 µM (by protocol); 300,000 compounds, 0.32% hits;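 active = mean activation of at least 10% of the iron chelator positive control signal, with at least half of replicates also reaching 10%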
# MrgX1 agonist: agonists of human MrgX1 receptor, primary screen, HEK293 cells, Fluo-4 calcium flux; Mas-related G-protein coupled receptor member X1 (Homo sapiens), Q96LB2; AID 588627, 2011; B-score at 10 µM; Fluo-4 calcium fluorescence, agonist mode; hits give high values; 310,000 compounds, 0.44% hits;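 active = calcium response B-score plate-corrected fluorescence ratio at least 3 library SD, with starting fluorescence B-score inside 5 SD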
#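 Test system: HEK293 cells stably expressing human MrgX1 receptor; amount: 15,000 cells per well; doses: compound delivered in addition one of three; times: overnight plating before 1 h dye loading; detection: Fluo-4 NW calcium-flux fluorescence, kinetic read; read-out basis: B-scored fluorescence response ratio; controls: positive and negative controls per plate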
# TRPC4 potent: positive allosteric modulators of TRPC4, primary screen, cell-based, mouse TRPC4beta, HEK293 mu-opioid, Fluo-4 calcium; Short transient receptor potential channel 4 (Mus musculus), Q9QUQ5; DAMGO EC20, Fluo-4 Ca2+ flux; hits give high values; B-score at 10 µM; 310,000 compounds, 0.42% hits; AID 2227, 2009;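 active = B-score of calcium response area above 5 SD of library B-scores, with initial fluorescence ratio within 5 SD of library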;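 note: B-score of integrated fluorescence ratio over time as area under calcium response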
# Target sequence (Q9QUQ5 whole entry, looked up): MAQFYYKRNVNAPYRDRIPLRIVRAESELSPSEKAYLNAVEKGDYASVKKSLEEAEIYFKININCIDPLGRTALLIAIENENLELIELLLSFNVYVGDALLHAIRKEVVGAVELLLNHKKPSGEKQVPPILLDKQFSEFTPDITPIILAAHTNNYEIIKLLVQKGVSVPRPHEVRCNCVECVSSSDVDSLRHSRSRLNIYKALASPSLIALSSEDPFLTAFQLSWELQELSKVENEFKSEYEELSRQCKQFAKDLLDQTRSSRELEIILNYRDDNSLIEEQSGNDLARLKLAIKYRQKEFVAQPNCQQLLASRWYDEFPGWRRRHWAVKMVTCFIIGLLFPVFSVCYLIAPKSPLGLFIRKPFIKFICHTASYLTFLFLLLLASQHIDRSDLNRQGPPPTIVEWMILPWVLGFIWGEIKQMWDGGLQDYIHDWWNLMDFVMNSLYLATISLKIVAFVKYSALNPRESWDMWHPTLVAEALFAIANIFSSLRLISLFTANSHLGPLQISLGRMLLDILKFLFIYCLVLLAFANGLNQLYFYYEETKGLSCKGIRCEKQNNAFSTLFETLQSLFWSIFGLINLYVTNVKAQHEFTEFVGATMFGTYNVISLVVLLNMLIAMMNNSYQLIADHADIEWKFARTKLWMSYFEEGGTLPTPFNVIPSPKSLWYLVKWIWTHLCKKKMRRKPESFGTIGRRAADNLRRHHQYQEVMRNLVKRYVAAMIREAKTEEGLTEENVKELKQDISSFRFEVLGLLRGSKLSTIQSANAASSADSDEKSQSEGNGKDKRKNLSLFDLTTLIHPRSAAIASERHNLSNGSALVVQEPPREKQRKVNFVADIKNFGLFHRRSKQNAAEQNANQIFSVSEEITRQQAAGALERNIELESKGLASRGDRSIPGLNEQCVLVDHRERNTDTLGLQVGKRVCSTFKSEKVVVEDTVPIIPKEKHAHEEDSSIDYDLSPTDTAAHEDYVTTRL
# TRPC6 activator: mouse TRPC6 channel activators, primary screen, cell-based, HEK293, membrane potential dye. Short transient receptor potential channel 6 (Mus musculus), Q61143. HEK293-TRPC6 membrane potential dye fluorescence; hits give high values. B-score at 10 µM. 310,000 compounds, 0.13% hits. AID 2550, 2010;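 active = B-score of the integrated fluorescence ratio above library mean plus 3 SD, and starting fluorescence ratio within library mean plus 5 SD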;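 note: higher score means more depolarization so channel activation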
# TRPC4 act: activators of mouse TRPC4 channel, primary screen, Fluo4 calcium, HEK293 TRPC4beta/mu-opioid cells; Short transient receptor potential channel 4 (Mus musculus), Q9QUQ5; B-score at 10 µM; Fluo4 calcium fluorescence; hits give high values; 310,000 compounds, 0.49% hits;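 active = B-score above 5 SD of library B-scores, and initial fluorescence ratio not above library mean plus 5 SD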;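 note: positive B-score marks a calcium rise read as TRPC4 activation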
#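 System: HEK293 cells stably co-expressing mouse TRPC4beta and mu-opioid receptor; Schedule: Fluo4 dye loading 45 min at room temperature, 110 s recording; Detection: Fluo4 fluorescence, kinetic; Evaluation: B-scored integrated calcium fluorescence ratio; Controls: buffer (low) and maximal DAMGO (high).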
# AI-2 QS modul: Vibrio harveyi AI-2 quorum sensing modulators, primary screen, JMH597 strain, luminescence/OD600 ratio. Vibrio harveyi JMH597 AI-2 luminescence/OD600 ratio, 9 h; hits give low values; strain lacks LuxN and CqsS sensors; 0 = neutral-control median. activity change, % at 7.5 µM. 300,000 compounds, 0.4% hits; in the data active = activity change below about -75%, passing the limit was not always enough;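 note: luminescence divided by OD600 gain over 9 h not by final OD600 alone; inactives centre near 13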
# TRPC4 inh: inhibitors of mouse TRPC4 channel, primary screen, Fluo4 calcium, HEK293 TRPC4beta/mu-opioid cells; AID 2247, 2010; B-score at 10 µM; Short transient receptor potential channel 4 (Mus musculus), Q9QUQ5; 300,000 compounds, 0.39% hits; DAMGO-evoked Fluo4 calcium flux; hits give low values;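 active = B-score over 3 SD under the library average, no early fluorescence shift, positive overall ratio signal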
#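 Assay system: HEK293 cells with stable TRPC4beta plus mu-opioid receptor expression. Dosing: single dose. Measured by: Fluo4 Ca2+ flux fluorescence. Also added: DAMGO in two steps, submaximal then maximal. Read-out: B score from integrated Fluo4 fluorescence ratio.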
# TRPC6 inhibitor: mouse TRPC6 channel inhibitors, primary screen, cell-based, HEK293, membrane potential dye. Short transient receptor potential channel 6 (Mus musculus), Q61143. ACh-evoked depolarization; hits give low values. B-score at 10 µM. 310,000 compounds, 1.1% hits. AID 2553, 2010;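 active = B-score under library mean minus 3 SD, initial fluorescence not abnormally high, positive integrated signal ratio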;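 note: B-score derived from integrated fluorescence ratio over the kinetic read; more negative B-score means stronger inhibition of depolarization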
# MrgX1 allo act: positive allosteric modulators of MrgX1, primary screen, HEK293 cells, Fluo-4 calcium flux; Mas-related G-protein coupled receptor member X1 (Homo sapiens), Q96LB2; FDSS; hits give high values; B-score at 10 µM; 310,000 compounds, 0.63% hits; AID 588675, 2011;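 active = plate-corrected calcium response at least 3 library SD above typical, normal starting fluorescence, not activating the receptor alone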;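 note: compound read alongside a low EC10 to EC30 dose of BAM8-22 agonist; peak minus trough fluorescence over baseline measured at the second addition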
# The depositor's hits bear a star; i = inactive; / = not tested or not shown; + = active, no number.
SMILES	PolyA inhibitor	MrgX1 antag	HIF act	MrgX1 agonist	TRPC4 potent	TRPC6 activator	TRPC4 act	AI-2 QS modul	TRPC4 inh	TRPC6 inhibitor	MrgX1 allo act
Cc1ccc(S(=O)(=O)NCC(=O)N2CCOCC2)cc1	i	i	0.1	i	i	i	i	2	i	i	i
CC(C)OCCCNC(=O)CNC(=O)c1ccc(Cl)c(Cl)c1	i	i	-0.3	i	i	i	i	8	i	i	i
Fc1cccc(NC(=S)Nc2cccnc2)c1	i	i	0.6	i	i	i	i	10	i	i	i
O=C(N/N=C/c1ccco1)c1cc(C2CC2)nc2ccccc12	i	i	-0.5	i	i	i	i	4	i	i	i
N#Cc1c2c(c(NCCCN3CCOCC3)n3c1nc1ccccc13)CCC2	i	i	-0.7	i	i	i	i	19	i	-6*	i
CCCCN(CC)CCCNC(=O)CC1Oc2ccccc2NC1=O (stereo unspecified)	i	i	-0.1	i	i	i	56*	22	i	i	i
CC(=O)NC1=NC(=O)/C(=C/c2cc(C)n(-c3ccc(NC(C)=O)cc3)c2C)S1	i	-4.5*	0.5	i	i	i	i	26	i	i	i
Brc1c(-c2ccccc2)nc2n1Cc1ccccc1-2	i	i	5.2	i	i	i	i	14	i	i	i
COC(=O)C(CC(=O)c1ccc(Cl)cc1)c1ccc(C(C)C)cc1 (stereo unspecified)	i	i	1.2	i	i	i	i	19	i	i	7.1*
COc1ccc(C(=O)NCCCNC(=O)c2ccccn2)cc1	i	i	-0.2	i	i	i	i	11	i	i	i
CNC(=S)Nc1cccc([N+](=O)[O-])c1	i	i	0.3	i	i	i	i	10	i	i	i
O=C(CC(c1ccccc1)c1ccco1)N1CCCCC1 (stereo unspecified)	i	i	-0.5	i	i	i	i	10	i	i	i
O=C(Nc1ccc(F)cc1)Nc1ccccc1N1CCCCC1	i	i	0.4	i	i	i	i	38	i	i	i
Cc1c(NC(=S)N/C(=N/S(=O)(=O)c2ccccc2)c2ccccc2)c(=O)n(-c2ccccc2)n1C	i	i	0.2	i	i	i	i	31	i	i	i
COc1cccc(/C=C/C(=O)NNC(=O)c2cc(C)oc2C)c1	i	i	0.0	i	i	i	i	22	i	i	i
O=C(CCN1C(=O)c2ccccc2C1=O)N1CCOCC1	i	i	-0.3	i	i	i	i	/	i	i	i
O=C(Nc1ccccc1)C1=C[C@@H](C2CC2)C[C@@H](OCc2ccc(CO)cc2)O1	i	i	2.0	i	i	i	i	17	i	i	i
CCCOc1cccc(C(=O)Nc2cc(NC(=O)c3ccco3)ccc2OC)c1	i	i	0.1	i	i	i	i	-3	i	i	i
COc1ccc(C)cc1NC(=O)C1CCN(S(=O)(=O)c2cccc3nonc23)CC1	i	i	-0.4	i	i	i	i	/	i	i	i
O=C(C1CCN(S(=O)(=O)N2CCC3(CC2)OCCO3)CC1)N1CCOCC1	i	i	-0.1	i	i	i	i	40	i	i	i
CN(CC(=O)N1CCOCC1)C(=O)CSc1nc2ccccc2s1	i	i	0.5	i	i	i	i	12	i	i	i
CCOC(=O)CSc1nnc(-c2c[nH]c3ccccc23)o1	i	i	0.1	i	i	i	i	-28	i	i	i
COc1ccc(CCn2c(C(C)C)nc3oc4ccccc4c(=O)c3c2=O)cc1	i	i	-0.3	i	i	i	i	0	i	i	i
O=C(O)c1cc(-c2ccc(Cl)cc2)n(-c2cccc(Cl)c2)n1	i	i	-41	i	i	i	i	25	i	i	i
O=C(NC1CCCCCC1)c1ccc(N2CCCC2=O)cc1	i	i	2.3	i	i	i	i	12	i	i	i
CCc1ccc(CCC(=O)Nc2ccccc2C(=O)O)o1	i	i	2.3	i	i	i	i	30	i	i	i
COc1ccc(Cl)cc1N1C(=NC(=O)C2CCCCC2)SC2CS(=O)(=O)CC21 (stereo unspecified)	i	i	-0.3	i	i	i	i	19	i	i	i
CC(C)c1cc(-c2n[nH]c(=S)n2Cc2ccccc2)cs1	i	i	0.4	i	i	i	i	13	i	-16*	i
O=C1C2C3C=CC(C3)C2C(=O)N1c1ccccc1OS(=O)(=O)c1ccccc1 (stereo unspecified)	i	i	0.7	i	i	i	i	-2	i	i	i
Oc1ccc2ccccc2c1CN1CCOCC1	i	i	0.4	i	i	i	i	6	i	i	i
CCCC1(C(=O)OCC)NC(c2ccc(O)cc2)C2C(=O)N(c3ccc4c(c3)OCCO4)C(=O)C21 (stereo unspecified)	i	i	-0.5	i	i	i	i	-13	i	i	i
N#C/C(=C\c1ccc(-c2ccc(F)cc2)o1)C(=O)Nc1nc(-c2cccs2)cs1	i	i	0.0	i	i	i	i	0	i	i	i
CCc1nc2cc([N+](=O)[O-])c([N+](=O)[O-])cc2[nH]1	i	i	-0.2	i	i	i	i	32	i	i	i
CCOc1ccc(N2C(=O)CCC2=O)cc1	i	i	0.2	i	i	i	i	-3	i	i	i
CC(C)(C)c1ccc(OCCCN2CCCC2)cc1	i	i	0.3	i	i	i	i	0	i	i	i
CC12CCC(=O)N1C(C(=O)OCC(=O)Nc1ccc(Cl)c(Cl)c1)CS2 (stereo unspecified)	i	i	-1.0	i	i	i	i	23	i	i	i
O=C(CNC(=O)c1cccc(F)c1)N/N=C/c1ccc([N+](=O)[O-])s1	i	i	-0.9	i	i	i	i	-148*	i	i	i
Cc1cccc(CCNC(=O)CC2C(=O)NCCN2Cc2ccccc2C)n1 (stereo unspecified)	i	i	0.1	i	i	i	i	4	i	i	i
CCOc1ccc2[nH]c(=O)c(CN(Cc3cccnc3)C(=O)Nc3ccccc3OC)cc2c1	i	i	0.1	i	i	i	i	14	i	i	i
CCCCCc1nnc(NC(=O)OCCC)s1	i	i	0.1	i	i	i	i	27	i	i	i
O=C(Nc1cccc(-c2nnco2)c1)c1cccs1	i	i	/	i	i	i	i	19	i	i	i
Cc1nc2ccccc2c(=O)n1/N=C/c1ccccn1	i	i	-0.1	i	i	i	i	29	i	i	i
O=C1CC(Sc2ncccn2)C(=O)N1c1ccccc1 (stereo unspecified)	i	i	-0.1	i	i	i	i	8	i	i	i
Cc1ccc(C)c(S(=O)(=O)NCc2ccc(C(=O)N3CCCCCC3)cc2)c1	i	i	-0.4	i	i	i	i	11	i	i	i
CC(C)n1nc(C(=O)Nc2cccc(S(=O)(=O)NCc3ccco3)c2)c2ccccc2c1=O	i	i	-0.9	i	i	i	i	21	i	i	i
COc1ccc(CNC(=O)C(OC(C)=O)c2ccccn2)cc1 (stereo unspecified)	i	i	-0.1	i	i	i	i	18	i	i	i
Cc1cc(OCC(=O)Nc2ccccc2C(N)=O)c2c(C)cc(=O)oc2c1	i	i	-0.3	i	i	i	i	12	i	i	i
O=C(O)c1ccc(C2SCC(=O)N2Cc2ccccc2)cc1 (stereo unspecified)	i	i	-0.2	i	i	i	i	36	i	i	i
O=C(CSc1nc2ccc(Cl)cc2[nH]1)Nc1ccc2[nH]c(=O)[nH]c2c1	i	i	2.0	i	i	i	i	-4	i	i	i
CCOC(=O)N1CCN(C(=O)/C(=C/c2cccc3ccccc23)NC(=O)c2ccc(OC)cc2)CC1	i	i	/	i	i	i	i	5	i	i	i
N#Cc1c(C(F)(F)F)cc(-c2cccs2)nc1SCc1cccnc1	i	i	0.3	i	i	i	i	-2	i	i	i
COc1ccc(C(=O)/C=C/c2ccccc2)c(O)c1	i	i	3.0	i	i	i	i	25	i	i	i
O=C(CSc1cccc[n+]1[O-])Nc1ccc(N2CCOCC2)cc1	i	i	-0.2	i	i	i	i	9	i	i	i
Cc1cc2nc(CN(C)Cc3c(C(=O)N(C)C)nc4ccc(Cl)cn34)[nH]c2cc1C	i	i	-0.2	i	i	i	i	16	i	i	i
S=C(Nc1cccc(Cl)c1)N1CCOCC1	i	i	0.2	i	i	i	i	15	i	i	i
O=C(NCc1cccnc1)/C(=C/c1ccc(-c2cccc(Cl)c2)o1)S(=O)(=O)c1ccccc1	i	i	4.9	i	i	i	i	-40	i	i	i
CCOC(=O)C1(Cc2cccc(F)c2)CCN(C(=O)c2cnc(C)cn2)CC1	i	i	-0.2	i	i	i	i	-9	i	i	i
Cc1ccccc1NC(=O)CCS(=O)(=O)c1ccc(Br)s1	i	i	0.0	i	i	i	i	19	i	i	i
CCOC(=O)C1CCN(C(=O)CS(=O)(=O)Cc2nc(-c3ccccc3Cl)oc2C)CC1	i	i	-0.2	i	i	i	i	10	i	i	i
CCOc1ccc(-n2cnnn2)cc1S(=O)(=O)N1CCCCC1	i	i	0.3	i	i	i	i	23	i	i	i
CN(c1cccc(Cl)c1)S(=O)(=O)c1cccc(C(=O)Nc2nc3ccccc3[nH]2)c1	i	i	+	i	i	i	i	24	i	i	i
Cc1ccccc1C(=O)NNC(=O)c1ccncc1	i	i	0.7	i	i	i	i	14	i	i	i
COC(=O)CCC(=O)Nc1cc(OC)c(OC)cc1Cc1nccc2cc(OC)c(OC)cc12	i	i	-1.4	i	i	i	i	10	i	i	i

# Only part of the results is shown; count on the stated rates, not on these rows.
